RBBP9 inhibitor: human RBBP9 hydrolase inhibition | recombinant RBBP9, FP-Rh probe fluorescence polarization | 220,000 tested, 0.2% active | inhibition, % at 7.94 µM | AID 1515;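 active = inhibition above the campaign mean of all tested compounds plus 3 SD, cut at about 14% in these data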;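 also: plate controls were DMSO wells with RBBP9 for no effect and wells lacking RBBP9 protein for full effect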
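system = RBBP9 protein | input = RBBP9 at 2.5 µM in dispensed solution, before mixing | measured by = fluorescence polarization (mP), excitation 525 nm, emission 598 nm | incubation = enzyme-compound preincubation 30 min, then probe labeling 45 min, 25 °C | buffer or medium = Tris-NaCl-Pluronic buffer, pH 8.0 | compound = single dose 7.94 µM | also added = FP-Rh probe, 375 nM dispensing solution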
NPY Y1 blocker: blocks the human neuropeptide Y Y1 receptor; P25929; HEK293-CNG Y1 cells, membrane potential fluorescence; NPY at EC95, then isoproterenol; inhibition, % at 3.6 µM; 200,000 tested, 1% active; AID 1040;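 active = inhibition above the campaign mean inhibition of all tested compounds plus 3 SD, cut at about 20% in these data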;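 also: 0% = DMSO wells given NPY plus isoproterenol and 100% = isoproterenol alone without NPY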
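Test system: HEK293 cells co-expressing NPY Y1 receptor and cyclic-nucleotide gated channel; Also added: NPY (25 nM), isoproterenol (1 µM), Ro 20-1724 (25 µM); Compound dosing: one concentration, 3.6 µM, in 0.4% DMSO; Timing: dye 3 h, compound 60 min room temperature, stimulation 45 min; Technique: Membrane-potential fluorescent dye readout.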
Runt-CBFb FRET: blocks binding of human RUNX1 Runt domain to CBFb. Cerulean-Runt/Venus-CBFb FRET ratio 530/480, 1 h. inhibition, % at 20 µM. Q01196+Q13951. AID 1496. 220,000 tested, 0.46% active;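 active = inhibition over about 50% at 20 µM in the single-dose screen, limit read from the data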;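 also: 0% = DMSO wells and 100% = excess unlabeled CBFb competitor control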
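Assay system: Cerulean-tagged RUNX1 Runt domain (FRET donor) fusion protein / Amount: 100 nM each of Venus-CBFb and Cerulean-Runt domain / Medium: Tris buffer pH 7.5 with salts and BSA / Also added: Venus-CBFb 100 nM / Schedule: 1 h complex formation plus 1 h compound treatment, room temperature / Signal: FRET fluorescence / Read-out: loss of energy transfer signal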
Hck-Nef inh: human Hck-Nef kinase inhibition. P08631. Recombinant Hck-YEEI plus Nef, Z-Lyte FRET kinase assay. inhibition, % at 20 µM. 220,000 tested, 0.68% active. AID 463187;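 active = Hck-Nef kinase inhibition above about 50%, limit read from the data; inactive = inhibition below that limit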;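 also: 0% = DMSO with Hck plus Nef and 100% = Hck alone without Nef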
Target sequence (P08631 whole entry, looked up): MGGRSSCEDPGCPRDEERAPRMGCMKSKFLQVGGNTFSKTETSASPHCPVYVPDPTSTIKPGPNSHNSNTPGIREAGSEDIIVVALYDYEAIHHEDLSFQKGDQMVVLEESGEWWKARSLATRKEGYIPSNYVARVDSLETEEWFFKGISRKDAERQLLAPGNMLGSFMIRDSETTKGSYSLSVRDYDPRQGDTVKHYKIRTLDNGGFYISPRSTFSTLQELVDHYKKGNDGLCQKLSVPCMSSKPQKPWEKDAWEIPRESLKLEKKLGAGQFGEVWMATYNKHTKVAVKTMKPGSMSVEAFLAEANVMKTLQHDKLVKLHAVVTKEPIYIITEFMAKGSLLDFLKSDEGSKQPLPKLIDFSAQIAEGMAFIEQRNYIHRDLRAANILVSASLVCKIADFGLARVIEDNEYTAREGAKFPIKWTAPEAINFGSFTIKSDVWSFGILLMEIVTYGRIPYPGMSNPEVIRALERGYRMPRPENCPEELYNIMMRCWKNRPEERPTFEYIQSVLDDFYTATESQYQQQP
Mdm2 ligase inh: blocks human Mdm2 ubiquitin ligase activity; signal enhancement, % at 5 µM; cell-based MDM2 ubiquitination luciferase reporter, 2 h; 0 = plate control, 100 = twice control, blank-subtracted; Q00987; 210,000 tested, 0.11% active;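 active = signal enhancement of 30% or more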;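 also: luminescence tracks abundance of the self-degrading MDM2-luciferase fusion protein; higher signal means inhibition of MDM2 E3 ligase activity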
Target sequence (Q00987 whole entry, looked up, the tested form may be a part): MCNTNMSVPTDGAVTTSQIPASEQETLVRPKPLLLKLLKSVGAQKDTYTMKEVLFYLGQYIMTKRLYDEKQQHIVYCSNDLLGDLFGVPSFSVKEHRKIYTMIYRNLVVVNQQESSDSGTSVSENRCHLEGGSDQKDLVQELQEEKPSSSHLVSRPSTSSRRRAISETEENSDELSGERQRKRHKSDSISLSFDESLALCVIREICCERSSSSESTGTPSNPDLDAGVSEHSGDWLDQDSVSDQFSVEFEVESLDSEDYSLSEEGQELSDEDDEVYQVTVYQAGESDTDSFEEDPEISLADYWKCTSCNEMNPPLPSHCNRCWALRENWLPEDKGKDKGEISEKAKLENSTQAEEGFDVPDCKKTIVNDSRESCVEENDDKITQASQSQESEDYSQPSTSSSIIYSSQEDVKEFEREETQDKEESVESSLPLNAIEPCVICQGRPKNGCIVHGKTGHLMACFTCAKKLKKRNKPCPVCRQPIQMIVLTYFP
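Test system: stable mammalian line carrying autodegrading MDM2–luciferase fusion reporter; quantity: 2000 cells in each well; times: 4 h cell settling then 2 h compound exposure, 37 °C; detection: luminescence with SteadyLite reagent, 15 min at room temperature; evaluation: percent signal gain over controls, blank-subtracted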
NPY1 pot ag: potentiators or agonists of human neuropeptide Y receptor Y1. P25929. NPY-Y1 expressing cells, potentiator/agonist activation. activation, % at 3.6 µM. 220,000 tested, 0.37% active; in the data active = activation above about 33%, passing the limit was not always enough;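 also: cells stimulated with NPY at EC10 then isoproterenol at EC100; 0% = low agonist plus stimulus and 100% = saturating agonist plus stimulus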
p97 inhibitor: inhibitors of human p97 ATPase; P55072; recombinant p97 ATPase, Kinase-Glo ATP luminescence, 3 h; 220,000 tested, 0.42% active; AID 1481; inhibition, % at 8 µM; in the data active = inhibition above about 15%;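 also: 0% = DMSO vehicle and 100% = wells lacking enzyme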
Runt-SMMHC FRET: blocks binding of human RUNX1 Runt domain to CBFb-SMMHC; Q01196+Q13951; Cerulean-Runt/Venus-CBFb-SMMHC FRET ratio 530/480, 1 h; inhibition, % at 20 µM; 220,000 tested, 0.74% active; AID 1434;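 active = mean inhibition across duplicate retests at 20 µM reaching about 50%, limit read from the data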;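 also: 0% = DMSO wells and 100% = wells with excess untagged CBFb-SMMHC; inhibitors lower the FRET ratio by blocking Runt binding to CBFb-SMMHC; some results filed as inactive read as strong as hits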
NPY-Y2 PAM-ag: potentiates or activates human NPY-Y2 receptor. P49146. cells expressing NPY-Y2, potentiator/agonist read-out. activation, % at 3.6 µM. 220,000 tested, 0.45% active; in the data active = activation above about 27%;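 also: cells stimulated with NPY near EC25 plus isoproterenol at EC100; 0% = vehicle plus submaximal agonist and 100% = vehicle plus saturating agonist; some results beyond the cut were filed as inactive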
* hit, by the source's call; . = not tested or not shown. No enrichment for hits; overall some 3.5% were active at least once.

RBBP9 inhibitor,NPY Y1 blocker,Runt-CBFb FRET,Hck-Nef inh,Mdm2 ligase inh,NPY1 pot ag,p97 inhibitor,Runt-SMMHC FRET,NPY-Y2 PAM-ag,Structure
-2.2,-6.8,0.2,12.5,-6.1,36.9,1.3,-2.3,11.7,CCCCCCNC(=O)CC(c1ccccc1)c1cc(Br)ccc1O (configuration not stated)
-9.4,-5.3,-1.0,1.5,-32.9,14.4,11.7,-7.6,12.3,CCn1c2ccccc2c2cc(NC(=O)CSc3nnc(-c4ccc(OC)c(OC)c4)n3N)ccc21
-8.2,0.9,-0.6,0.2,-17.2,-6.3,-0.6,-4.5,-12.5,COc1ccc(C(=O)CSc2nc(SC)ns2)cc1OC
5.9,-7.6,2.7,8.0,-8.9,29.9,3.6,1.1,25.0,O=S1(=O)CC/C(=N\Nc2ccccc2)c2ccsc21
-2.3,4.7,-0.5,23.1,-3.2,-23.0,3.0,-1.6,-3.3,CC(C)NC(=O)c1ccc(-n2c(=S)[nH]c3ccccc3c2=O)cc1
-3.9,0.4,-2.9,1.5,-0.2,-10.7,2.0,2.1,-4.0,O=S(Cc1ccc(Cl)cc1)CC(O)COc1ccc(Cl)cc1 (configuration not stated)
-6.2,4.4,0.0,1.7,9.9,10.8,-2.5,0.7,7.7,CC(C)Sc1cc(N2CCCC2)nc(-c2ccccc2)n1
-1.1,-0.6,0.8,22.1,-14.5,17.2,1.2,0.9,-13.2,CCCC(=O)NC(=S)Nc1ccc(N2CCN(C(=O)c3cccs3)CC2)cc1
2.9,6.8,-0.5,1.1,-12.5,6.9,-5.5,0.5,12.7,CCCC(c1nnnn1Cc1ccccc1)N1CCN(c2ccccc2OC)CC1 (configuration not stated)
-13.6,6.7,1.8,1.0,848.3*,-1.9,-7.8,-3.1,-5.2,Cc1ccc(Nc2nnc(SCC3CCCCO3)s2)cc1 (configuration not stated)
-4.9,.,-10.8,28.7,.,3.3,-1.7,-10.5,-5.6,CC(=O)c1ccc(-n2c(=O)[nH]c(=O)c3c(N)c(C(=O)c4ccc(Cl)cc4)sc32)cc1
8.2,8.1,0.2,8.4,-0.5,15.7,1.2,0.9,9.5,Cn1c(NCc2ccco2)nc2ccccc21
-5.3,-3.6,-8.6,-3.8,.,-13.5,-9.2,-4.4,3.7,Cc1ccc(S(=O)(=O)N2CCC(=O)N(C(COCc3ccc(Cl)cc3)C(C)C)CC2)cc1 (configuration not stated)
-6.3,0.8,2.5,4.3,-8.1,12.4,1.8,0.9,-1.0,CCSc1nnc(NC(=O)CSc2nnc(-c3c[nH]c4ccccc34)n2C)s1
-2.9,1.2,-1.5,-2.7,1.1,9.6,1.4,-7.1,7.2,O=C1c2cccnc2C(=O)N1Cc1ccc2c(c1)OCO2
-6.6,-0.8,-3.3,1.9,-0.2,0.3,-1.9,1.8,11.4,CC(O)COc1ccc(/C(=N/O)c2ccccc2)cc1 (configuration not stated)
.,.,2.1,24.0,1.1,.,.,1.8,.,O=C(c1ccc2c3n(nc2c1)-c1ccc(Cl)cc1CO3)N1CCCCC1
-6.1,0.6,0.8,23.1,-7.9,-7.9,6.5,-3.6,-12.3,CCOC(=O)c1c(C)[nH]c(C)c1C(=O)COC(=O)c1nc2nccc(C)n2n1
-4.0,-0.5,1.1,0.2,-8.9,14.9,0.1,-0.6,-2.6,O=C(CNC(=O)/C(=C\c1ccc(Br)cc1)NC(=O)c1ccccc1)OCc1ccccc1
-3.7,0.2,-1.5,16.2,-6.9,-6.3,-0.5,0.8,-5.6,CCOC(=O)c1nnn(CC(=O)NC(=O)Nc2ccccc2)c1C(=O)OCC
1.4,-1.4,0.9,9.2,5.3,-6.2,3.2,0.1,7.1,CN(CCc1cn[nH]c1)Cc1nc(Cc2ccccc2)no1
0.2,4.6,15.4,-7.8,-4.4,-21.4,1.3,-1.9,-17.3,Cc1cc(C(=O)CSc2nn3c(=O)c(C(C)(C)C)nnc3s2)c(C)n1C1CC1
-5.8,0.5,-0.2,-0.9,-25.7,-17.6,0.2,2.3,-12.2,CCCc1oc(C(=O)O)cc1CN1CCCC1
0.9,6.7,-1.6,9.1,-13.0,-12.1,3.9,1.4,-3.8,COc1ccc2[nH]cc(C3N4CC5(C)CN3CC(C)(C4)C5=O)c2c1 (configuration not stated)
-8.4,8.6,4.0,0.9,-13.8,-6.1,0.2,-1.9,-2.9,CN(Cc1ccco1)C(=O)C(Cc1ccccc1)NS(=O)(=O)c1ccc2c(c1)CCC(=O)N2 (configuration not stated)
5.3,2.9,-1.1,-9.6,-37.9,-7.3,1.5,-6.5,1.8,COC(=O)c1ccccc1NC(=O)CNC(=O)c1ccc(OC)c(OC)c1
-3.9,4.4,-0.2,-0.1,-13.0,9.9,1.3,3.1,-6.7,CCOc1ccc(N2C(=O)C3CC(C)=C(C)CC3C2=O)c([N+](=O)[O-])c1 (configuration not stated)
3.1,2.2,-1.3,1.7,-1.7,2.1,3.0,-1.9,8.0,CCOC(=O)N1CCN(C(=O)CSCc2ccccc2)CC1
-9.1,-2.0,-0.2,23.2,-17.1,-4.0,8.1,-1.2,0.1,O=C(c1ccc(S(=O)(=O)c2cccc(Cl)c2)c([N+](=O)[O-])c1)N1CCN(c2ccccn2)CC1
-5.7,.,-10.8,-5.5,-5.3,12.0,-8.0,-8.9,6.3,CCOc1ccc(Nc2cc(Nc3ccccc3OCC)nc(C=C(C#N)C#N)n2)cc1

Reprinted at random: two compounds from above
RBBP9 inhibitor,NPY Y1 blocker,Runt-CBFb FRET,Hck-Nef inh,Mdm2 ligase inh,NPY1 pot ag,p97 inhibitor,Runt-SMMHC FRET,NPY-Y2 PAM-ag,Structure
-4.0,-0.5,1.1,0.2,-8.9,14.9,0.1,-0.6,-2.6,O=C(CNC(=O)/C(=C\c1ccc(Br)cc1)NC(=O)c1ccccc1)OCc1ccccc1
-6.1,0.6,0.8,23.1,-7.9,-7.9,6.5,-3.6,-12.3,CCOC(=O)c1c(C)[nH]c(C)c1C(=O)COC(=O)c1nc2nccc(C)n2n1

More structures:
RBBP9 inhibitor,NPY Y1 blocker,Runt-CBFb FRET,Hck-Nef inh,Mdm2 ligase inh,NPY1 pot ag,p97 inhibitor,Runt-SMMHC FRET,NPY-Y2 PAM-ag,Structure
-13.4,-3.4,-53.6,-1.2,-1.8,14.9,-8.9,-104.8,20.7,CCCOc1ccc(NC(=O)C2CC(=O)N/C(=N/N=C(C)/C=C/c3ccc(N(C)C)cc3)S2)cc1 (configuration not stated)
-5.8,27.4*,-0.4,-21.2,-7.4,-25.4,-2.5,3.0,-16.0,CCOc1ccc(S(=O)(=O)Nc2cc(OC)ccc2OC)cc1
-6.5,-8.0,0.8,0.8,-7.2,20.6,10.0,2.7,24.5,Cc1ccc(C2CN(C)C3(C(=O)Nc4ccccc43)C23COc2ccccc2C3=O)cc1 (configuration not stated)
-8.2,0.7,3.0,-1.2,-12.5,-7.4,-2.1,0.5,-5.4,CC(Oc1ccc(Br)cc1)C(=O)N1CCC(C(N)=O)CC1 (configuration not stated)
-1.4,-1.4,-3.1,3.9,-4.8,10.8,-0.7,-0.5,8.5,CC(C)NC(=O)c1ccc(-n2nc(C(F)(F)F)c3c2CCCC3)cc1
-11.3,-0.6,1.1,13.4,-10.6,-12.1,4.5,2.4,-4.2,O=C(O)c1cc(-c2ccc(O)cc2)on1
-8.6,4.2,-1.8,-0.7,-9.2,-20.2,2.6,-5.0,-0.2,C=CCc1c(C)nc(SCCC)[nH]c1=O
-9.2,0.1,1.6,-5.1,-3.6,-10.6,-2.0,-5.0,-19.0,CC(C)COC(=O)N1CCCC1C(=O)O (configuration not stated)
7.0,-1.1,0.9,0.3,-7.5,3.0,4.7,1.9,-1.1,CCN(CC(=O)NC(C)C)C(=O)c1ccc(Cl)cc1
-4.8,0.1,-0.9,16.6,0.3,-1.0,-1.5,-1.5,9.6,Cc1ccc(N(C)C(=O)N2CCN(c3ccccn3)CC2)cc1
-8.8,-1.5,-0.3,0.6,-37.6,-14.0,-0.7,2.2,0.6,CCOC(=O)CSc1nnc(-c2ccc(OC)cc2)n1CC
-6.0,1.4,0.9,16.2,-17.7,6.0,1.6,3.5,-12.6,COc1ccc(OC)c(Cc2nnc(CCC(=O)N3CCCCC3c3nccs3)o2)c1 (configuration not stated)
-5.1,-1.9,.,19.2,-1.7,3.8,7.7,.,0.3,O=C(O)c1ccc(C(=O)c2ccc3c(c2)C(=O)N(CC2CCCO2)C3=O)cc1 (configuration not stated)
-1.2,9.8,-1.3,1.5,-7.9,-11.3,2.1,5.9,-6.2,O=C(Nc1ccccc1)C(c1ccccc1)C1CCCC1 (configuration not stated)
10.4,-5.4,0.2,0.6,-4.8,-0.1,0.2,1.0,-6.9,CNC(=O)COc1ccc(S(=O)(=O)Nc2ccccc2)cc1
-0.2,-1.0,-1.8,17.2,-6.1,5.2,4.6,-1.2,1.8,CCOC(=O)CC(NC(=O)Cn1nnc(-c2ccccc2C)n1)c1ccc(OC)cc1 (configuration not stated)
-1.4,1.2,0.1,-1.7,-14.5,-3.8,3.9,-1.9,-2.6,Cc1ccc(NC(=O)CNc2cccc(C)c2C)c(C)c1
0.0,2.0,1.3,-13.8,-17.2,23.0,0.8,-6.3,-8.1,COc1ccc(NC2=NC(=S)N(c3ccccc3C)C23CCCCC3)cc1
-4.0,-2.2,-3.5,10.4,-1.6,6.8,0.4,-1.6,3.8,COC(=O)CSc1nnc(CNC(=O)c2ccc(S(=O)(=O)N3CCOCC3)cc2)n1C
-7.5,4.5,1.0,3.0,-13.4,8.4,3.9,1.7,1.2,CCc1ccc(NC(=O)C(=O)N/N=C(\C)CC(=O)Nc2ccccn2)cc1
-6.1,-1.6,-2.5,-0.4,-11.9,-3.0,-2.9,-3.7,-15.3,O=C(/C=C/c1ccc(OC2CSC2)cc1)c1ccccc1
2.3,16.5,-1.6,0.8,-8.6,-27.8,-0.6,2.3,-34.8,CCOc1cc(S(=O)(=O)NCc2ccc3c(c2)OCO3)ccc1F
-4.2,.,-0.6,6.7,-10.3,-2.8,1.4,-0.9,8.3,O=C(/C=C/c1cccs1)Nc1ccc(S(=O)(=O)Nc2ncccn2)cc1
3.8,1.2,-1.1,7.9,-22.0,-9.8,-5.3,-5.3,-12.8,CCN1C(=O)NC(c2cc(Br)ccc2OC)C(C(=O)OC)=C1C (configuration not stated)

From PubChem
